# Screens (PubChem BioAssay)
# Efflux pump mplx: inhibitors of Candida efflux pumps in yeast, primary screen, S. cerevisiae, Nile Red, multiplex | S. cerevisiae Candida pump triplex | inhibition, % at 10 µM | 0.44% of 330,000 active | AID 485275, 2010;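 active = plate passing quality check with inhibition over a set limit, or well fluorescence over plate mean plus 4 SD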;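 note: Nile Red retained in pooled yeast measured as flow cytometry median fluorescence; 0% = buffer negative control and 100% = Enniatin B positive control; higher means more Nile Red kept so more efflux inhibition; some compounds called inactive have numbers as strong as hits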
# CR mimetic SO: reduction of superoxide in aged yeast, primary screen, HTS; S. cerevisiae aged cells, superoxide DHE fluorescence; stronger effect = lower value; superoxide response (% of plate mean), % at 10 µM; 0.18% of 330,000 active;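 active = superoxide response under a set limit, about three screen SD below normal, cut at about 65% in these data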;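 note: yeast aged for seven days with compound at 30 °C before DHE staining; 100% = average MFI of all compound-treated wells on the plate with controls excluded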
# MCL1 BIM primary: inhibitors of MCL1 binding to BIM-BH3, primary screen, biochemical, fluorescence polarization; Induced myeloid leukemia cell differentiation protein Mcl-1 (Homo sapiens), Q07820; GST-MCL1 / FITC-Bim-BH3 fluorescence polarization; inhibition, % at 10.9 µM; 0.68% of 320,000 active;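 active = inhibition above the mean inhibition of all tested compounds plus 3 SD, set per campaign, cut at about 40% in these data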;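 note: 0% = DMSO wells and 100% = unlabeled Bim-BH3 peptide control; higher means more loss of mP so more displacement of Bim peptide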
# Target sequence (Q07820 whole entry, looked up): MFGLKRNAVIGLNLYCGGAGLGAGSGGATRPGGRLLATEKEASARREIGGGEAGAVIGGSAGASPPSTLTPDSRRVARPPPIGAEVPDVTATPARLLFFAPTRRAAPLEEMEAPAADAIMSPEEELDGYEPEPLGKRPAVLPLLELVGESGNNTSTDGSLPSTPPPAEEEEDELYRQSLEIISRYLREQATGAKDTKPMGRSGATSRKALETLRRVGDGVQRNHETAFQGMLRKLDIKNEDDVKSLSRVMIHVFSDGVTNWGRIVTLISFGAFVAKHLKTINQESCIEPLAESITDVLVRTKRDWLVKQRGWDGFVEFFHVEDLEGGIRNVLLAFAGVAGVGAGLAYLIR
# GLD-1 RNA inh: GLD-1/TGE RNA complex disruptors, primary screen, biochemical, fluorescence polarization; Female germline-specific tumor suppressor gld-1 (Caenorhabditis elegans), Q17339; purified GLD-1 + fluorescein TGE RNA; inhibition, % at 5.96 µM; 0.44% of 320,000 active; AID 2280, 2010;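 active = percent inhibition above a per-plate cutoff, the plate mean of test compounds plus 3 SD, cut at about 30% in these data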;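 note: 0% = DMSO wells with GLD-1 and probe and 100% = wells lacking GLD-1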
# BCLXL inh: inhibitors of human Bcl-xL, primary screen, biochemical, fluorescence polarization, HTS; GST-Bcl-xL / FITC-Bim BH3 peptide fluorescence polarization; AID 2129, 2009; inhibition, % at 10.9 µM; Bcl-2-like protein 1 (Homo sapiens), Q07817; 0.7% of 320,000 active;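 active = inhibition above the mean of all tested compounds plus 3 SD, cutoff set per campaign, cut at about 30% in these data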;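 note: 0% = DMSO wells and 100% = unlabeled Bim-BH3 peptide competitor; inhibitors lower millipolarization by displacing the labeled peptide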
# MEX-5 binding: MEX-5 zinc finger RNA-binding disruptors – biochemical, C. elegans, fluorescence polarization, MLPCN library, primary screen. MEX-5/FITC-TCR2 RNA binding; stronger effect = lower value. activity score (negative = inhibition of binding), % at 10 µM. 0.38% of 300,000 active;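 active = inhibition past about -25% in most replicates, and total fluorescence under double the plate's negative control median, limit read from the data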;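 note: 0% = DMSO and -100% = 5 µM competing unlabeled TCR2 RNA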
# Target sequence (Q9XUB2 whole entry, looked up): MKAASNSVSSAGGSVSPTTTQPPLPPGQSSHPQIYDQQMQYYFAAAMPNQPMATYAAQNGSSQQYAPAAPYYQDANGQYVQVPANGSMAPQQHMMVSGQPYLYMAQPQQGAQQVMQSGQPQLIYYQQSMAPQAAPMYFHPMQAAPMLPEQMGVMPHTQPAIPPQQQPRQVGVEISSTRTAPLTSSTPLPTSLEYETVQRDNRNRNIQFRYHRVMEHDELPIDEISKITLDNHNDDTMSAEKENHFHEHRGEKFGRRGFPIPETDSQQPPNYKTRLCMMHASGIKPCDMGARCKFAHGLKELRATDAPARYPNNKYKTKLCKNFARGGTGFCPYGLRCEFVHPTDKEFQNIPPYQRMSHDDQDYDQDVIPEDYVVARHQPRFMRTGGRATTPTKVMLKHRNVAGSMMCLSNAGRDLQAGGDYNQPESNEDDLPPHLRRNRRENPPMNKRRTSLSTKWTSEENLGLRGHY
# EBNA-1 inh: EBNA-1 DNA-binding inhibitors, primary screen, biochemical, fluorescence polarization. inhibition, % at 14.8 µM. 0.34% of 300,000 active; in the data active = inhibition above about 28%
# Fam108B counter: mouse Fam108B serine hydrolase inhibitors, primary screen, counter-screen for RBBP9 inhibitor project, biochemical, fluorescence polarization | recombinant Fam108B, FP-Rh probe fluorescence polarization | 0.33% of 300,000 active | inhibition, % at 9.51 µM;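 active = inhibition above the screen mean inhibition plus 3 SD, computed separately per campaign, cut at about 18% in these data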;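 note: inhibitors lower polarization as less probe binds the enzyme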
# ZTA counter: ZTA (EBV) inhibition in EBNA-1 counter-screen. P03206. ZTA-DNA binding, fluorescence polarization. inhibition, % at 11 µM. 0.15% of 320,000 active; in the data active = inhibition above about 33%
# Target sequence (P03206 whole entry, looked up): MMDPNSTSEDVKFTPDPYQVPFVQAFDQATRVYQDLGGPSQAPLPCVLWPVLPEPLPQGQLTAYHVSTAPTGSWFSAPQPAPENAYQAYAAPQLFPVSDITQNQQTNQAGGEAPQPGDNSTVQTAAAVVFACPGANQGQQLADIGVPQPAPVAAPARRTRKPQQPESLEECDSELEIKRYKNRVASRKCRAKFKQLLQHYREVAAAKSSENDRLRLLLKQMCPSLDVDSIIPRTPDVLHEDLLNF
# * hit, by the source's call; i = inactive; / = not tested or not shown.
compound	EBNA-1 inh	Efflux pump mplx	BCLXL inh	MCL1 BIM primary	MEX-5 binding	Fam108B counter	ZTA counter	CR mimetic SO	GLD-1 RNA inh
O=C(Nc1nccs1)C1Cc2ccccc2CN1S(=O)(=O)c1ccc(F)cc1 (stereo not given)	3	-0.1	5	11	0.6	-1	15	99	3
COc1ccc(OC)c(NC(=O)CSc2nnc(Cn3c(=O)sc4ccccc43)n2C)c1	-5	0.2	3	3	/	-3	-2	96	4
COc1ccc(/C=C/C(=O)NCCCN2CCCC2)cc1	0	-0.2	0	0	2.5	-1	5	101	2
CC(=O)Nc1ccc(Nc2nc(Cl)nc(Nc3ccc(NC(C)=O)cc3)n2)cc1	-3	0.2	4	7	-1.5	2	7	102	0
COc1ccc(-c2noc(CN(C)C(=O)Nc3ccccc3)n2)cc1	5	0.0	0	-4	0.5	1	-3	105	3
FC(F)c1nnc2c(Cl)cc(C(F)(F)F)cn12	-10	-0.1	3	-1	2.6	-5	-37	110	7
O=C(O)/C=C/C(=O)Nc1ccccc1SC(F)(F)F	1	0.0	7	11	-0.1	-4	-1	102	-7
NC(=O)c1c(NC(=O)CN2CCCC2)sc2c1CCCC2	-8	0.0	0	5	1.1	-4	-4	101	-1
Cc1cc(C)c(S(=O)(=O)NCc2ccc3c(c2)OCO3)cc1C	4	0.0	2	8	1.2	0	-16	97	5
C=CCNC(=O)c1ccccc1NC(=O)c1ccc(Cl)c(S(=O)(=O)Nc2cc(C)ccc2C)c1	24	-0.2	5	3	1.6	-10	5	125	7
Cc1nnc(SCC(=O)NC(=O)NC(C)(C)C)n1N	-10	-0.1	3	5	2.1	-3	-7	104	-5
Cc1cc(=O)oc(C)c1C(=O)NCCCN1C(C)CCCC1C (stereo not given)	9	-0.4	23	18	-0.2	-1	1	106	10
C[C@H](NC(=O)c1ccccc1F)C(=O)N1CCC2(CC1)NCCc1[nH]cnc12	4	0.4	-2	-1	1.5	-1	-8	102	-4
CCCC(=O)Nc1ccc(-c2cn3cccnc3n2)cc1	7	-0.1	10	0	-1.4	-2	0	84	2
COCC(C)NCc1cccc(OC)c1OC (stereo not given)	2	0.2	4	4	-0.3	-1	-9	94	8
CN(CCc1ccccn1)C1CCCN(S(=O)(=O)c2ccccc2)C1 (stereo not given)	-1	-4.5	6	-3	-2.9	0	2	104	1
Cc1ccc(NC(=O)Nc2ccon2)cc1Cl	6	-0.1	0	3	-1.0	-4	7	103	-3
COc1ccccc1Nc1nc(N)nc(CN2CC(C)CC(C)C2)n1 (stereo not given)	3	-0.2	1	6	2.8	0	-2	125	-8
O=C(NCc1ccccc1)C1CCCC1	1	0.3	-1	-5	1.8	-6	-18	106	1
Cn1c(=O)oc2cc(S(=O)(=O)NCCC(=O)N3CCc4ccccc4C3)ccc21	7	-0.1	-4	2	1.2	0	-7	95	2
Cc1ccc(C(=O)Nc2ccc(C)c(S(=O)(=O)N(C)C)c2)s1	4	0.6	2	-1	-0.3	0	-2	102	2
O=C(c1ccc(Oc2ccc(C(F)(F)F)cn2)cc1)N1CCN(c2ccccc2)CC1	2	0.4	-3	-1	0.2	-1	-13	91	1
CC(=O)NN1C(=O)c2ccccc2NC1c1ccccc1 (stereo not given)	-8	0.0	0	-4	0.4	-1	4	102	-10
CCOC(=O)c1c(C)n2c3c(cc(C)cc13)CCC2	-8	0.0	-3	-4	0.2	-4	-14	94	0
COC(=O)c1ccc(COC(=O)CNC(=O)c2ccco2)cc1	-2	0.0	2	-1	2.8	4	16	103	4
O=C(N1CCN(c2cccc(Cl)c2)CC1)C1(S(=O)(=O)c2ccc(Cl)cc2)CC1	4	0.0	4	4	0.6	9	0	101	4
CCCn1nc(C(=O)NNC(=O)CSCC(=O)Nc2cc(C)on2)c2ccccc2c1=O	0	0.0	-1	4	-9.2	1	-8	124	3
CCCCc1nc2cc(C(=O)NC3CCOC(C)(C)C3)ccc2o1 (stereo not given)	7	-0.2	9	2	/	-1	-2	108	-2
COc1ccc(-c2ccc(-c3noc(-c4ccccc4OC)n3)c(OC)n2)cc1	10	0.5*	-17	-22	-5.3	-26	-2	92	-12
COc1cc(C2SCC(=O)N2CCN2CCCCC2)ccc1O (stereo not given)	6	-0.2	4	-1	7.5	-5	0	99	-8
Cc1nc(-c2ccc(S(=O)(=O)Nc3cc(S(=O)(=O)N(C)C)ccc3C)s2)cs1	-3	-0.1	2	4	-1.4	0	-5	64*	2
CCOc1ccc(NC(=O)CSc2nc3nc4c(cc3c(=O)n2CC)COC(C)(C)C4)cc1	25	0.1	-2	-3	1.2	0	0	97	2
CCc1nnc(NC(=O)c2ccc(COc3ccccc3C)o2)s1	-3	-0.1	1	-1	0.3	-1	-5	93	-2
COCOc1ccc(-c2oc3c(C/C=C(\C)CCC=C(C)C)ccc(O)c3c(=O)c2OCOC)c(OCOC)c1	12	0.0	5	5	-0.1	-2	10	84	6
O=C(Nc1ccccc1C(=O)O)c1ccc(Br)o1	3	0.1	4	1	0.2	5	10	i	2
COc1ccc(CNC(=O)COC(=O)[C@H](Cc2c[nH]c3ccccc23)NC(=O)c2cccs2)cc1	-11	-0.1	2	-9	1.8	-2	2	87	9
O=C(NCCC1=CCCCC1)c1ccc([N+](=O)[O-])cc1	1	0.6	3	4	1.7	0	-3	106	1
CC(C)CC(=O)N1CCN(Cc2ccccc2Br)CC1	2	-0.2	5	1	0.6	3	9	91	0
CCNC(=S)N/N=C/c1ccc(-c2ccccc2)o1	12	-0.1	1	4	1.4	4	2	92	0
Cc1nn(Cc2ccccc2)c2c1C(c1ccc(Cl)cc1)C(C#N)=C(N)O2 (stereo not given)	-2	0.1	4	10	-1.9	0	22	96	0
CC1=C(C(=O)OCC(C)C)C(c2cc3c(cc2Br)OCO3)NC(=O)N1C (stereo not given)	6	0.1	3	6	-0.5	-2	12	105	7
O=C(Nc1nc(-c2cc(F)ccc2F)cs1)C1=NN(c2ccccc2)C(=O)CC1	12	0.3	-4	-9	-0.8	0	23	107	-10
CCN(CC)CCCNc1oc(-c2cccc(Cl)c2)nc1C#N	-5	-0.2	2	0	0.4	4	9	93	5
CCCCn1c(N)c(N(CCOC)C(=O)CCCc2nc3ccccc3c(=O)[nH]2)c(=O)[nH]c1=O	2	0.0	2	2	-1.2	3	136*	97	-1
O=C(CCc1ccccc1Cl)NC1CCCN(c2ccc(C(F)(F)F)cn2)C1 (stereo not given)	-10	0.0	1	-2	-0.3	2	6	112	-3
Cc1c(C)n(CC(O)CN2CCOCC2)c2ccccc12 (stereo not given)	1	-0.1	9	4	-1.7	2	4	94	-2
O=C(CSc1ccccc1Cl)c1ccco1	-14	0.1	1	10	-1.1	0	13	101	-5
CN(C)S(=O)(=O)c1cccc(NC(=O)CCc2nc3sc4c(c3c(=O)[nH]2)CCCC4)c1	/	0.0	2	0	/	/	3	98	5
CC(OC(=O)C1CCCCC1)C(=O)Nc1cccc(Cl)c1 (stereo not given)	4	-0.3	4	1	-3.7	3	2	91	0
O=C(c1ccco1)N1CCC(n2nnc3ccccc32)CC1	-21	0.0	2	-2	1.7	-9	24	86	5
Cc1ccc(C)c(C(=O)CCC(=O)NNC(=O)Cn2nc(C)cc2C)c1	6	0.1	2	1	0.7	0	5	97	5
C=CCON1C(=O)C(=O)N(OCC=C)[C@H]2CCCC[C@H]21	0	-0.1	2	3	0.5	-2	3	107	8
C#CC(CC)(CC)NC(=S)Nc1cccc(C(C)=O)c1	-3	-0.1	3	6	-2.2	-4	8	92	-2
OCCN1CCN(C(=S)c2ccc(-c3ccccc3)cc2)CC1	4	0.0	6	3	-4.0	2	9	95	-1
CCOc1ccccc1N(C(=O)CNC(=O)c1ccco1)C(C(=O)NC(C)(C)C)c1ccncc1 (stereo not given)	12	-0.1	1	6	-0.5	2	16	93	4
CC(C)CNC(=O)C(=O)Nc1ccc2c(c1)N(S(=O)(=O)c1cccs1)CCC2	-15	0.1	4	-1	-1.5	0	-6	97	2
Cc1ccc(OC(=O)c2c(C)nn(-c3ccccc3)c2C)cc1	-9	0.0	5	5	1.5	2	-6	101	5
COc1ccc2occ(C(=O)c3cccs3)c2c1	7	-0.1	6	10	0.8	-1	1	111	1
C=CCNC(=O)c1onc(CSc2cccc(OC)c2)c1C(=O)O	-15	0.0	1	-3	1.1	5	-6	96	-11
CCC(C)NCC(=O)Nc1sc2c(c1C(N)=O)CCC2 (stereo not given)	2	0.0	4	10	-0.7	4	10	98	0

# Carrying on:
compound	EBNA-1 inh	Efflux pump mplx	BCLXL inh	MCL1 BIM primary	MEX-5 binding	Fam108B counter	ZTA counter	CR mimetic SO	GLD-1 RNA inh
Cc1cc2[nH]c3c(c[n+](C)c4ccccc34)c2cc1C	-3	0.1	-12	-24	5.2	1	17	80	6
O=C(Nc1cccc(NC(=O)c2ccco2)c1)c1cnccn1	2	0.1	1	-5	-3.3	-2	-3	101	6
CCN(CC)CCn1nc2c3c(cccc3c1=O)-c1ccccc1-2	-3	0.2	3	6	-0.2	1	-15	116	0
CCOC(=O)c1c(C)[nH]c(C)c1C(=O)COC(=O)c1cc(OC)c(OC)cc1OC	-2	0.1	-2	-3	-0.2	2	3	102	0
COC(=O)c1ccc(N)c(N=CC2=C(O)CC(C)(C)CC2=O)c1	6	1.7*	87*	89*	1.2	-3	1	100	73*
CCOC(=O)CC(=O)CSc1nc2c(c(-c3cccs3)c1C#N)CCC2	-8	0.0	6	3	-2.0	-6	9	92	1
CC(C)NC(=O)N1CCN(c2ccncc2S(=O)(=O)N2CCCCC2)CC1	-6	-0.1	4	8	-0.4	-2	-9	100	-3
Clc1cccc(NCc2nnc(SCc3ccc(Cl)cc3Cl)o2)c1	-4	0.0	9	2	-5.2	-8	11	96	-2
C#CCOCCOCCOCCNc1nc(N2CCOCC2)nc(N2CCN(C(=O)CCCCCCCCCCNC(=O)[C@@H](CCC(=O)O)n3cc(CCCCCN)nn3)CC2)n1	10	0.1	1	-2	/	-1	13	98	-8
Cc1ccccc1N1C(S)=C(C#N)C(=O)NC1c1ccco1 (stereo not given)	6	0.0	10	7	0.1	-1	5	104	1
Fc1ccc(CSc2ccc3nnc(-c4ccccn4)n3n2)cc1	2	-0.1	5	-3	-0.8	1	-5	108	-1
COC(=O)CN1C(=S)N(c2ccc(OC)cc2)C(=O)C1CC(=O)Nc1ccc(F)cc1 (stereo not given)	-1	-0.3	6	-1	0.8	1	-15	106	5
CCN1C(=O)[C@H]2[C@@H](c3ccc(-c4ccc5c(c4)OCO5)c(OC)c3)N[C@@](Cc3ccccc3)(C(=O)OC)[C@H]2C1=O	3	0.2	8	6	0.9	2	2	95	7
CCCCC1C(C#N)=C(C)NC2=C1C(=O)CC(C)(C)C2 (stereo not given)	6	-0.2	4	6	-1.2	0	10	95	2
CC1CCCCN1S(=O)(=O)c1ccc(C(=O)Nc2nnc(-c3ccccc3Cl)o2)cc1 (stereo not given)	14	-0.2	6	10	-3.0	-5	7	121	0
